Compound activity as filed in PubChem.
Kir21 block – inhibitors of mouse Kir2.1 inward-rectifier potassium channel. P35561. HEK293-Kir2.1, FluxOR thallium flux fluorescence; stronger effect = lower value. B-score at 10 µM. 0.85% of 310,000 active. AID 1672;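 active means fluorescence ratio B-score at or below minus 3 SD of library scores, with starting-brightness B-score within 2 SD, cut at about -4.2 in these data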;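 further: channel flux triggered by added potassium and thallium sulfate stimulus; B-score of peak minus minimum fluorescence over baseline after thallium stimulus; more negative B-score means stronger Kir2.1 block with less thallium influx; some compounds called inactive have numbers as strong as hits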
Target sequence (P35561 whole entry, looked up): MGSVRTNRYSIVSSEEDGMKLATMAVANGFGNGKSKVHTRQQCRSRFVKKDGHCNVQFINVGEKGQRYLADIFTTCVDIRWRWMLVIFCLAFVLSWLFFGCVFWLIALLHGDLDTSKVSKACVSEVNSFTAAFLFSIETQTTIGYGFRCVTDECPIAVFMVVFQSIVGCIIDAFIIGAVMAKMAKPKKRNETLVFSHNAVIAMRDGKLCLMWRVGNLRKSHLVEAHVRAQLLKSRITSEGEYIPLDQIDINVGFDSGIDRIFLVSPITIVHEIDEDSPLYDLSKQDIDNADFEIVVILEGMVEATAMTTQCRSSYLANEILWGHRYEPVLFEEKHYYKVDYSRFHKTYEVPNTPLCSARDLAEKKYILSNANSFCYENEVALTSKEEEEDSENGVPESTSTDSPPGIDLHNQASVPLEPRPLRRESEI
STK33 inh – inhibitors of human STK33 kinase | Q9BYT3 | inhibition, % at 10 µM | purified STK33, MBP phosphorylation, ADP-Glo luminescence | 0.073% of 320,000 active;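 active means inhibition at or above 25%, using the most active replicate where run in duplicate; inactive means inhibition below 25%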
Target sequence (Q9BYT3 whole entry, looked up): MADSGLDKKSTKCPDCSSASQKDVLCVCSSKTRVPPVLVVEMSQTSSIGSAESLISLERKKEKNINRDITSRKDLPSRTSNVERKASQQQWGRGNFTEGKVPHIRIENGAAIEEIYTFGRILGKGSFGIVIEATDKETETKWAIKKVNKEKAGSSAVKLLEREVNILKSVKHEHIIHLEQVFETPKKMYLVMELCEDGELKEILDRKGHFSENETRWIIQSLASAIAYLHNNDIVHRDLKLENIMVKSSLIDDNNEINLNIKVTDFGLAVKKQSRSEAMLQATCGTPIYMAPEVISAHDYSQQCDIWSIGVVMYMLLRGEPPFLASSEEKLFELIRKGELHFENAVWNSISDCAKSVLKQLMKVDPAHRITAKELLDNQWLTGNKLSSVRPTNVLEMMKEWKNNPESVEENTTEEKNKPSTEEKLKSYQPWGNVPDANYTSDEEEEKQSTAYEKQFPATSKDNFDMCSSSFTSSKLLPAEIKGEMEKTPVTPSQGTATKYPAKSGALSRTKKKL
KCNQ2 block – KCNQ2 channel blockers in CHO-K1 cells – cell-based, FluxOR thallium flux, B-score, primary screen (AID 2156); 1.1% of 310,000 active; O88943; 20 min; stronger effect = lower value; B-score at 10 µM;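 active means fluorescence ratio B-score at most minus 3 library SDs, with starting brightness B-score within 2 library SDs, cut at about -5.5 in these data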
The depositor's hits bear a star; i = inactive; nt = not tested or not shown.

SMILES	Kir21 block	STK33 inh	KCNQ2 block
COc1ccc(S(=O)(=O)Nc2ccccc2C(=O)NCc2cccnc2)cc1OC	0	0.4	i
O=C(NCCc1c[nH]c2ccccc12)C(=O)NCC1OCCCN1S(=O)(=O)c1ccc(F)cc1 (configuration not stated)	-1.2	0.6	i
Cc1nnc2c(N3CCN(C(=O)c4ccco4)CC3)nc3ccccc3n12	2.1	1.3	i
Cc1nn(C(C)C(=O)O)c(=O)c2ccccc12 (configuration not stated)	-0.96	0.3	i
Cc1ccc2c(c1)COc1c3ccc(C(=O)N4CCCCC4)cc3nn1-2	-0.95	-1.2	i
Cc1cc(C)cc(NC2=NC3(CCCCC3)N=C(N)N2)c1	1.2	-0.7	i
NC(=O)c1cccc(NC(=O)Nc2ccc(Cl)cc2)c1	1.9	-4.9	i
COc1ccc(NC(=O)CC#N)cc1OC	0.14	0.1	i
COc1ccccc1N1CCN(/N=C\C(Br)=C\c2ccccc2)CC1	-0.93	-0.2	i
CCN(CC(=O)Nc1cccc(C(C)=O)c1)S(=O)(=O)c1ccc(C)cc1	-2.7	0.1	i
COC(=O)c1ccccc1S(=O)(=O)Nc1ccc(OC)nc1	0.34	0.6	i
Cc1cc(C)nc(Nc2cc([N+](=O)[O-])ccc2C)n1	1.1	0.8	i
Cc1ccc(NC(=S)N2CCC(NC(=O)c3ccc(F)cc3)CC2)cc1C	0	-0.1	i
CCC(C)(C)NC(=O)C(c1ccc(OC)cc1)N(C(=O)CCC(=O)Nc1cc(C)on1)c1ccc(OC)cc1OC (configuration not stated)	2	-0.8	i
O=C(Cn1cnc2ccccc2c1=O)NCCC(=O)Nc1ccc(F)cc1	0.78	-0.4	i
O=C(Nc1cc(F)ccc1F)C1CCCN1S(=O)(=O)c1cccc2nsnc12 (configuration not stated)	-0.68	-1.5	i
CC(=O)c1ccc(Oc2cc(C)nc(N3CCOCC3)n2)cc1	1.8	-3.0	i
COc1cc(C2C(C#N)=C(N)Oc3cc(N(C)C)ccc32)cc2c1OCO2 (configuration not stated)	-1.7	0.8	i
CN1CCN(C(=O)C2=C[C@@H](c3csc4ccccc34)C[C@@H](OCCCCO)O2)CC1	-0.09	-1.4	i
COc1cc(/C=C(\NC(=O)c2cc(OC)c(OC)c(OC)c2)C(=O)NC(C(=O)O)c2ccccc2)cc(OC)c1OC (configuration not stated)	-0.83	-0.3	i
Cc1ccc(S(=O)(=O)c2cc3ccccc3oc2=Nc2ccc3c(c2)OCO3)cc1	-2	-0.7	i
CC1CCN(C(=S)c2cn(Cc3ccccc3F)c3ccccc23)CC1	2.5	-1.8	i
COc1ccc(CN(Cc2ccccn2)S(=O)(=O)c2ccc(-n3cnnn3)cc2)cc1	-0.99	-0.5	i
COc1ccccc1CN1C[C@@H]2C[C@@H](c3ccc4nsnc4c3)N3CCC[C@@]23C1=O	2.2	-0.8	i
Cc1ccc([N+](=O)[O-])cc1NC(=S)NC(=O)c1c(Cl)cnn1C	0.36	nt	i
Next part:
SMILES	Kir21 block	STK33 inh	KCNQ2 block
O=C(CCn1c2c(c3ccccc31)CCCC2)NNC(=O)c1ccc([N+](=O)[O-])cc1	0.09	0.4	i
CC1(C)C(=O)OC(C(=O)c2ccccc2)C2(CCCCC2)C1=O (configuration not stated)	0.04	-0.9	i
COc1cc(C)ccc1OCc1cc(C(=O)N2CCN(C3CCCCC3)CC2)no1	-0.83	nt	i
CCOc1ccccc1OCC(=O)NCCc1ccc(S(N)(=O)=O)cc1	-0.36	-2.2	i
CN(C)c1ccc(/C=C/C(=O)c2cccc(Br)c2)cc1	-11	-1.8	i
CCOC(=O)C1=C(C)NC(C)=C(C(=O)OCC)C1c1ccccn1	1.4	-1.0	i
Cc1ccc(-c2cc(C(=O)NCCc3ccc(S(N)(=O)=O)cc3)c3ccccc3n2)cc1	1.8	-1.7	i
CN1CCCN(S(=O)(=O)c2ccc(O)c(C(=O)O)c2)CC1	-0.05	-1.1	i
CCOc1ccc(/C=N/N2C(C)CCCC2C)cc1OC (configuration not stated)	-1.4	-2.2	i
O=C1c2ccccc2-c2onc3ccc(Oc4ccccc4)c1c23	-0.26	-1.0	i
O=C(NC12CC3CC(CC(C3)C1)C2)c1ccc(S(=O)(=O)N2CCOCC2)cc1	-0.21	-2.6	i
CCOC(=O)COn1c(=O)c(=O)n(O)c2ccccc21	-0.61	-0.4	i
COc1ccc(CCN(/C=C2\Sc3ccccc3C2=O)C(C)=O)cc1OC	-3.4	1.7	i
O=C(COc1ccc2ccccc2c1)Nc1ccc2c3c(cccc13)CC2	2.3	-0.2	i
CC(C)CCn1c(=O)[nH]c2ccccc21	-1.3	-0.5	i
OC(CNCc1ccccc1)(c1ccccc1)c1ccccc1	-4.6*	-0.7	i
COc1ccccc1NS(=O)(=O)c1cccc(C(=O)OCc2nc3ccccc3s2)c1	-1.1	-3.6	i
Cc1[nH]c2ccccc2c1C(=O)CN1CCSCC1	0.56	-0.1	i
CC(C)(C)C(=O)N1CCN(c2ncccc2C(F)(F)F)CC1	2.1	-0.7	i
COc1ccccc1NC(=O)CCn1cccc1	-0.2	-0.3	i
COc1ccc(-c2cc3nc(C)cc(N)n3n2)cc1	1.4	21	i
O=C(COc1ccccc1F)NC12CC3CC(CC(C3)C1)C2	0	0.6	i
COc1ccccc1NC(=O)CCCNC(=O)Cn1cnc2sc(C)c(C)c2c1=O	-0.36	-2.8	i
Nc1cc(N)nc(SCC(=O)NNC(=O)Cc2ccccc2)n1	-1.8	-1.0	i
COCCNS(=O)(=O)c1cc(OC)c(Cl)cc1Cl	-0.76	nt	i

Seven compounds out of the list above, ordered by the value under Kir21 block, smallest number first.
Molecule | Kir21 block | STK33 inh | KCNQ2 block
CN(C)c1ccc(/C=C/C(=O)c2cccc(Br)c2)cc1 | -11 | -1.8 | i
COc1ccc(CCN(/C=C2\Sc3ccccc3C2=O)C(C)=O)cc1OC | -3.4 | 1.7 | i
CCOC(=O)COn1c(=O)c(=O)n(O)c2ccccc21 | -0.61 | -0.4 | i
O=C1c2ccccc2-c2onc3ccc(Oc4ccccc4)c1c23 | -0.26 | -1.0 | i
CC1(C)C(=O)OC(C(=O)c2ccccc2)C2(CCCCC2)C1=O (configuration not stated) | 0.04 | -0.9 | i
CC(C)(C)C(=O)N1CCN(c2ncccc2C(F)(F)F)CC1 | 2.1 | -0.7 | i
O=C(COc1ccc2ccccc2c1)Nc1ccc2c3c(cccc13)CC2 | 2.3 | -0.2 | i

Next records
SMILES	Kir21 block	STK33 inh	KCNQ2 block
O=C(CSc1nc2c(cnn2-c2ccccc2)c(=O)[nH]1)N1CCCCC1	-0.19	-0.8	i
CCC(CC)NC(=O)COC(=O)CCC(=O)c1ccc(Cl)cc1	-3	1.2	i
O=C(CCl)Nc1ccccc1Sc1ccccc1	0.21	-1.8	i
CCOC(=O)C1(CCOc2ccccc2)CCN(Cc2cccc(F)c2)CC1	-2.6	0.4	i
N#Cc1c(Nc2cccc(F)c2)sc2c(O)cc(=O)[nH]c12	-1.7	-0.3	i
CN(C(=O)CSc1nnc(C(F)(F)F)n1N)C1CCS(=O)(=O)C1 (configuration not stated)	0.36	-1.0	i
O=C(C1CCCO1)N1CCN(C(c2ccccc2)c2ccccc2)CC1 (configuration not stated)	-0.85	-2.7	i
CCc1ccc(NC(=O)C(C)n2nc(C)c([N+](=O)[O-])c2C)cc1 (configuration not stated)	-0.56	0.0	i
Cn1nc(-c2ccccc2)c(-c2nc(-c3cccc(C(F)(F)F)c3)no2)c1Cl	-1.6	-1.5	i
O=C(N/N=C/c1ccco1)c1ccncc1	-0.61	-1.6	i
Cc1cnc(C(=O)Nc2nnc(C3CC3)s2)cn1	-0.56	-2.2	i
COc1ccc(OCC(O)CNC(=O)Nc2ccc(C(C)(C)C)cc2)cc1 (configuration not stated)	1.9	-1.6	i
COc1cccc(NC(=S)NCc2ccccc2)c1	1.1	-0.5	i
Cc1ccc(-c2nnn(CC(=O)Nc3nnc(C(C)C)s3)n2)cc1	0.88	-0.2	i
NC(=O)c1nnn(-c2ccccc2)c1N	-0.51	-2.5	i
Cc1ccccc1OCC(=O)Nc1ccccc1C(=O)NC1CC1	0.81	-0.9	i
COc1ccc(CCNC(=O)CSc2nnc(CNc3ccc(Cl)cc3)o2)cc1OC	-1.4	0.4	i
CC1(C)Oc2ccc(NC(=O)C3COc4ccccc4O3)cc2O1 (configuration not stated)	1.4	-2.3	i
CCc1cc(C(=O)c2ccccc2OC)c(N)s1	-1.5	-3.2	i
COc1ccc(/C=C/c2nc(N)nc(-c3ccccc3O)n2)cc1OC	0	1.1	i
Cc1cc(-c2ccc(C)c(S(=O)(=O)NCCc3ccc(S(N)(=O)=O)cc3)c2)on1	-1.6	-2.2	i
O=C(CSc1ncnc2ccccc12)Nc1cccc(S(=O)(=O)N2CCOCC2)c1	0.14	-0.3	i
Cc1ccc2nc(-c3sc4nc(C)cc(C)c4c3N)[nH]c2c1	1.1	0.6	i
CN(C)N1C(N)=C(C#N)C(c2ccsc2)C2=C1CCCC2=O (configuration not stated)	-0.32	-0.8	i
O=C(C1c2ccccc2C(=O)N2CCc3ccccc3C12)N1CCN(Cc2ccccc2)CC1 (configuration not stated)	-0.12	-2.1	i

Quoted at random: 3 compounds from above, in no set order.
SMILES	Kir21 block	STK33 inh	KCNQ2 block
Cc1cnc(C(=O)Nc2nnc(C3CC3)s2)cn1	-0.56	-2.2	i
Cn1nc(-c2ccccc2)c(-c2nc(-c3cccc(C(F)(F)F)c3)no2)c1Cl	-1.6	-1.5	i
CCC(CC)NC(=O)COC(=O)CCC(=O)c1ccc(Cl)cc1	-3	1.2	i

Later entries:
SMILES	Kir21 block	STK33 inh	KCNQ2 block
Cc1ccc(/C=C2/NC(=O)N(Cc3ccccc3F)C2=O)o1	-0.29	0.2	i
Cc1nc(=O)c(-c2ccccc2)c(C)n1CCO	0.12	-0.7	i
O=C(OCC(=O)c1cccs1)c1ccccc1	0.23	0.5	i
Cn1nc(C(F)(F)F)c(C(=O)Nc2cccc(C(F)(F)F)c2)c1SCc1ccc(Cl)cc1	0.24	0.0	i
COc1ccc(Cl)cc1N1C(=O)C2CCCN2C1c1ccc(F)c(F)c1 (configuration not stated)	-1.7	-1.4	i
O=C(c1ccco1)N1CCN(Cc2cc(=O)c(OCc3cccc(Cl)c3)co2)CC1	-2	-1.0	i
CCC(=O)N/N=C/c1ccc(-c2ccc(Cl)cc2)o1	1.7	-0.7	i
O=C(NCC1COc2ccccc2O1)c1ccc(NC(=O)c2ccco2)cc1 (configuration not stated)	0.06	-0.5	i
CCN(c1ccc(C)cc1C)S(=O)(=O)c1nnc(NC(=O)C(C)(C)C)s1	0	-0.1	i
Cn1c(-c2cccs2)[n+](C)c2ccccc21	0.42	nt	i
Cc1ccc(CC(NC(=O)c2ccccc2)C(=O)NC(C)C(=O)O)cc1 (configuration not stated)	1.1	-0.3	i
COc1ccc(C(=O)Nc2cccc(NC(=O)c3ccc(OC)cc3OC)n2)c(OC)c1	1.6	0.6	i
CCN(CC(=O)NC(C)C)Cc1nc2c(Br)cc(Br)cc2c(=O)[nH]1	-0.58	-0.4	i
O=C1c2ccc(Oc3ccc4c(c3)C(=O)N(CCCO)C4=O)cc2C(=O)N1CCCO	0.34	-3.0	i
CCCNS(=O)(=O)c1cc2c3c(c1)C(C)C(=O)N3CCC2 (configuration not stated)	0.05	-0.7	i
O=C(CNC(=O)c1cccs1)OCC(=O)c1ccccc1Cl	-1.3	-0.1	i
CC(C)N(Cc1nccn1C)C(=O)c1ccc2oc(CCCc3ccccc3)nc2c1	-1.5	6.4	i
COc1ccc(C(c2sc3nc(C)nn3c2O)N2CCC(C(N)=O)CC2)cc1OC (configuration not stated)	-0.01	-0.1	i
C(=N\N1CCN(c2ccccc2)CC1)/c1ccccc1	0.03	-0.9	i
CCCCn1c(=N)n(CC(=O)c2ccc(Br)s2)c2ccccc21	-0.25	0.1	i
COc1ccc2c(c1)cc1c(=O)n(CC(=O)NCCCOC(C)C)nc(C)n12	0.87	-0.6	i
C=CCn1c(CCNC(=O)c2ccccc2F)nnc1SCC(=O)Nc1ccc(OC)cc1	-0.66	-1.6	i
CCCCCCCC1CC(CSc2ncn[nH]2)OC1=O (configuration not stated)	-1.8	0.0	i
COc1ccc(-c2nc(N)ncc2-c2ccc(OC)c(OC)c2)c(O)c1	0.18	3.0	i
O=C(CN1CCC(NC(=O)c2ccco2)CC1)Nc1cccc2ccccc12	0	-0.9	i
(list continues)
SMILES	Kir21 block	STK33 inh	KCNQ2 block
Brc1nnc2n1-c1ccccc1Sc1ccccc1-2	-6*	-0.1	i
O=C(CSCc1ccco1)Nc1cc(C(F)(F)F)ccc1N1CCOCC1	-1.9	-2.1	i
COc1cccc(C(=O)/C=C2\Sc3ccccc3N2C)c1	-0.18	0.9	i
CC(C)(C)C(=O)Nc1ccc(C(=O)N/N=C/c2ccccc2OC(=O)c2ccc(Cl)cc2Cl)cc1	1.4	-0.4	i
CCOc1ccc(C(Nc2cccnc2)c2cc(Cl)c3cccnc3c2O)cc1 (configuration not stated)	-1.7	-0.2	i
Cc1cccc(-n2c(Cc3cc(=O)[nH]c(=O)[nH]3)nnc2SC(C)C)c1	1.2	0.1	i
Cc1ccc(C(=O)CSc2nc3ccc(C(=O)NCCN4CCCCC4)cc3c(=O)[nH]2)cc1	0.11	0.1	i
CCCCCCNC(=O)c1cc(-c2ccco2)nc2ccccc12	0.11	-3.4	i
CC(C)CN1CCC(=O)N([C@H](CSc2ccc(Br)cc2)c2ccccc2)CC1	0.04	-0.7	i
